Screening results (PubChem)
G6PDH counter = inhibits Leuconostoc G6PDH, flagging false hits in G6PDH-based assays | Purified L. mesenteroides G6PDH, diaphorase/resazurin coupled fluorescence, 45 min | inhibition, % at 5 µM | actives 0.12% (n = 200,000); in the data active = inhibition above about 50%
FLuc stim CS = firefly luciferase counter-screen for stimulation assays | P08659 | ATPlite luciferase biochemical, luminescence, 10 min; 0 = ATP-free wells, 1 = DMSO control | activation factor at 10 µM | 200,000 tested, under 10 active;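 active = luciferase activation factor, scaled between plate controls, of at least 2 with compound at 10 µM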
Target sequence (P08659 whole entry, looked up): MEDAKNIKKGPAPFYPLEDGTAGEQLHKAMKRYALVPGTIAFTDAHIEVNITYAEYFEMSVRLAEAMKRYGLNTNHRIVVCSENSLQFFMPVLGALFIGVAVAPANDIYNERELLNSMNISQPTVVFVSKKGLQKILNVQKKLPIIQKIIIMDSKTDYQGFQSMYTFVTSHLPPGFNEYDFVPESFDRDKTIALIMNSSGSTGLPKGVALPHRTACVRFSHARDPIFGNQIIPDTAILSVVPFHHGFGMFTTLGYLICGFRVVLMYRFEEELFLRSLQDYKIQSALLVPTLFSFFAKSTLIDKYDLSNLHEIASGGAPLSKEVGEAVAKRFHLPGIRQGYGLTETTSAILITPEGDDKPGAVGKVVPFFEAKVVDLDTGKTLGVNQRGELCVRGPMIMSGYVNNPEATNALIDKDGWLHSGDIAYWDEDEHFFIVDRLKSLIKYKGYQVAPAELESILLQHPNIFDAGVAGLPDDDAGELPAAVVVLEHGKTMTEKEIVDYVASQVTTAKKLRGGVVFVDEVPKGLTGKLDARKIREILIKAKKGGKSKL
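Material: Luciferase/luciferin reagent mix; Doses: test compounds dosed from 2 mM stocks in 100% DMSO; Schedule: 10 min incubation after luciferase reagent addition, room temperature; Measured by: luminescence from luciferase reaction; Read-out: luminescence gain marking luciferase activators.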
APP transl inh = APP translation inhibition; inhibition, % at 2 µM; actives 0.82% (n = 190,000); SH-SY5Y APP 5'UTR-luciferase reporter, luminescence;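 active = inhibition above a set limit, derived from the sample mean plus 3 SD, cut at about 45% in these data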; note: values of inactives mirror those of a sister screen read the other way
Efa HMGR inh = E. faecalis class II HMG-CoA reductase inhibition. purified E. faecalis HMGR, NADPH absorbance 340 nm kinetic. inhibition, % at 10 µM. actives 0.41% (n = 190,000). AID 1066;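 active = inhibition above a set limit, the median over all tested compounds plus 3 SD, cut at about 9.5% in these data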;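 note: enzyme runs in reverse so mevalonate oxidation gives rising NADPH absorbance; 0% = complete reaction with DMSO and 100% = background rate lacking mevalonate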
Hsp70 activator = transcriptional activators of Hsp70; HeLa Hsp70 promoter luciferase reporter, luminescence; scaled: vehicle 0, proteasome-inhibitor control 100%; actives 0.04% (n = 200,000); activation, % at 10 µM; AID 1203;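 active = activation above the mean across all tested compounds plus 3 SD, cutoff set per campaign, cut at about 5.5% in these data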;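 note: 100% = MG132 at 30 µM as the positive control and 0% = DMSO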
FLuc inhib CS = inhibits firefly luciferase, flagging false hits in luciferase inhibition screens; P08659; ATPLite firefly luciferase biochemical luminescence, 10 min; inhibition, % at 10 µM; actives 1.5% (n = 200,000); AID 1006;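 active = inhibition above about 50% when tested at 10 µM, limit read from the data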
Redox H2O2 prof = compounds producing H2O2 with reducing agent – biochemical, NIH compound library profiling, artefact control for MLSCN library redox annotation, primary screen. DTT-dependent redox cycling H2O2, phenol red/HRP absorbance; 100% = 100 µM peroxide control, 0% = buffer. activation, % at 10 µM. actives 0.03% (n = 200,000). AID 878;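 active = activation of at least 50% relative to the plate's high and low controls in the primary single-dose screen; inactive = activation below 50%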;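 note: compound incubated with DTT at 0.8 mM final as the reducing agent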
APP 5'UTR act = APP 5'UTR luciferase reporter activation; SH-SY5Y APP 5'UTR luciferase reporter, luminescence; zero percent = DMSO vehicle wells; activation, % at 2 µM; actives 1% (n = 190,000); AID 1276;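 active = activation above a set limit, based on mean plus 3 SD of controls, cut at about 140% in these data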; note: values of inactives mirror those of a sister screen read the other way
NF-kB expr up = NF-kB expression increase, human neuronal cells; NF-kB reporter expression; stronger effect = higher value; fold change at 12.5 µM; actives 1.6% (n = 190,000); in the data active = fold change above about 3.3
STAT1 act = increases IFN-gamma driven STAT1 reporter signal; NIH 3T3 STAT1-luciferase reporter, luminescence; 100% = IFN-gamma alone, no compound; AID 932; activation (% of control), % at 5.5 µM; actives 2.6% (n = 200,000);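 active = activation above the screen-wide mean activation plus 3 SD, cut at about 130% in these data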;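 note: raw ratio to IFN-gamma control signal so 100% means no change and 0% no light; values of inactives mirror those of a sister screen read the other way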
* = called active by the depositor; · = no result given.

SMILES | G6PDH counter | FLuc stim CS | APP transl inh | Efa HMGR inh | Hsp70 activator | FLuc inhib CS | Redox H2O2 prof | APP 5'UTR act | NF-kB expr up | STAT1 act
O=C1C(Cl)=C(NCC2CCCO2)C(=O)N1Cc1ccccc1 (centres undefined) | -5 | 1 | 3 | 1 | -0.2 | -2 | 0.1 | -3 | 0.85 | 101
O=C(CCSc1ccccc1)NCCSc1ccccn1 | 8 | 1.1 | 14 | 0 | -0.3 | -10 | 0.0 | -14 | 1.1 | 92
Cc1c(NC(=O)COC(=O)c2ccc(Br)o2)c(=O)n(-c2ccccc2)n1C | 2 | 1.1 | 8 | 0 | 0.4 | -7 | 0.6 | -8 | 0.74 | 106
CO/N=C(\C)c1ncc(C(F)(F)F)cc1N1CCOCC1 | -5 | 1 | 2 | -3 | 0.1 | -4 | 0.0 | -2 | 1.3 | 104
CCOc1cccc(C(=O)Nc2ccncc2)c1 | 4 | 1 | 5 | 3 | -0.3 | 0 | 0.3 | -5 | 1.2 | 74
C=CCn1c(SCC(=O)NC2CCS(=O)(=O)C2)nnc1-c1cc2c(s1)CCC(CC)C2 (centres undefined) | -21 | 0.7 | -5 | 0 | -0.3 | 30 | 0.1 | 5 | 1.7 | 110
CCCC(=O)Nc1ccc(C(=O)Nc2nnc(COCC)s2)cc1 | 6 | 1.1 | -11 | -9 | 0.1 | -6 | 3.6 | 11 | 1.3 | 97
COc1cc2c(cc1N/C=C(\C#N)c1nc(-c3ccccc3)cs1)oc1ccccc12 | -5 | 1.1 | -10 | 0 | 0.0 | -6 | 0.1 | 10 | 1.1 | 108
O=C(O)CNc1nc(-c2ccccc2)c2cc([N+](=O)[O-])ccc2n1 | 2 | 1.1 | -13 | -7 | -0.2 | -6 | 0.1 | 13 | 0.9 | 100
CC(C)(C)C1CCc2onc(C(=O)NCc3ccc(F)cc3)c2C1 (centres undefined) | 7 | 1.1 | -7 | 0 | -0.3 | -7 | -1.7 | 7 | 0.77 | 95
CC1CN(C2CCN(S(=O)(=O)c3ccccc3)CC2)CC(C)O1 (centres undefined) | -1 | 1 | -21 | 3 | -0.1 | 2 | -0.3 | 21 | 1.1 | 99
CCOC(=O)c1nc(-c2ccccc2)oc1N1CCOCC1 | 6 | 1 | 8 | 1 | -0.4 | -4 | -2.3 | -8 | 1.2 | 101
O=c1oc2ccccc2c2c1ncn2-c1ccccc1 | 1 | 1.1 | -2 | 2 | -0.2 | -9 | 0.4 | 2 | 1.2 | 97
O=P1(c2ccccc2)C=Cn2c1cc1c2CCCC1 (centres undefined) | · | · | 3 | 1 | -0.6 | · | 1.5 | -3 | 0.94 | 100
O=C(NCCC1=CCCCC1)c1ccc(F)c(S(=O)(=O)N2CCOCC2)c1 | 3 | 1 | -15 | -4 | 0.4 | -2 | 0.3 | 15 | 1.1 | 101
NS(=O)(=O)c1ccc(NN=C2CCN(Cc3ccccc3)CC2)c([N+](=O)[O-])c1 | 14 | 1 | 6 | -5 | -0.1 | -2 | -0.5 | -6 | 0.95 | 78
Cc1ccc(NC(=O)CSc2n[nH]c(=O)n2C2CC2)cc1S(=O)(=O)N1CCOCC1 | 8 | 1 | 3 | -1 | -0.2 | -1 | -0.5 | -3 | 0.97 | 106
Cc1cccc(NC(=O)c2cc(NC(=O)C3CC=CCC3C(=O)O)ccc2N2CCOCC2)c1 (centres undefined) | -20 | 1.1 | 2 | -9 | -0.2 | -6 | -0.8 | -2 | 1.2 | 94
Nc1nc(-c2ccc3c(c2)CCC(=O)N3)cs1 | -6 | 0.8 | -21 | 0 | -0.1 | 16 | 0.6 | 21 | 1.2 | 111
O=C1C2CCCN2C(c2ccccc2)N1c1ccc(F)cc1 (centres undefined) | 13 | 1.1 | -8 | -7 | -0.1 | -11 | -1.0 | 8 | 1.1 | 114
CC(C)(C)Cc1nnc(NC(=O)CN2C(=O)c3ccccc3C2=O)s1 | 7 | 1.1 | 4 | -3 | -0.2 | -5 | 0.0 | -4 | 1.2 | 103
O=C(Nc1nnc(C2CC2)s1)C1COc2ccccc2O1 (centres undefined) | 8 | 0.8 | -124 | -4 | -0.1 | 16 | 0.0 | 124 | 2 | 108
O=C(COC(=O)c1n[nH]c2ccccc12)c1cc(F)ccc1F | 0 | 1 | -11 | -2 | 0.0 | 4 | 7.7 | 11 | 1.3 | 114
CCN(CC)c1ccc2cc(-c3nc4ccccc4[nH]3)c(=O)oc2c1 | -66 | 0 | -185 | -4 | -0.2 | 96* | -1.7 | 185* | 1.6 | 78
O=C(c1ccco1)N1CCN(S(=O)(=O)c2ccc3c(c2)OCCO3)CC1 | 4 | 1.1 | 4 | -1 | -0.4 | -5 | 2.0 | -4 | 1.2 | 96
CCCCN(C(=O)CSc1nnc(-c2ccccc2)n1C)c1c(N)n(Cc2ccccc2)c(=O)[nH]c1=O | -15 | 1.1 | -5 | -6 | -0.2 | -9 | 0.4 | 5 | 0.96 | 99
COCC(=O)Oc1c(Sc2ccccc2[N+](=O)[O-])c(C)nn1C(C)(C)C | 0 | 0.9 | 3 | -3 | -0.2 | 6 | -0.9 | -3 | 1.3 | 96
COc1ccc(O)c(-c2[nH]ncc2C(=O)c2ccccc2)c1 | 20 | 1 | 2 | 2 | 0.1 | -2 | 0.0 | -1 | 0.71 | 100
Cc1ccc(-n2c([O-])nc(-[n+]3ccccc3)c2C=O)cc1 | 5 | 1 | -7 | 1 | -0.2 | -4 | 2.4 | 7 | 1.1 | 97
Nc1ccc(-c2nc3ncccc3o2)c(Cl)c1 | 9 | 0.3 | -96 | -1 | 0.3 | 72* | -0.5 | 96 | 2.7 | 145*
COc1ccc(C2=NOC(C(=O)NCc3ccco3)C2)cc1OC (centres undefined) | 7 | 1 | 26 | 5 | 0.0 | 3 | -0.2 | -26 | 1.1 | 95
CC(=O)c1c(C)[nH]c(C(=O)N2CCc3ccccc32)c1C | 12 | 1 | 7 | -2 | -0.8 | -1 | 0.1 | -7 | 1.1 | 100
CCOc1nc2ccccc2cc1C=O | 9 | 1.1 | 57* | 2 | -0.1 | -9 | 0.0 | -57 | 0.99 | 104
CC(C)c1ccc(-c2cc(C(=O)NN3CCN(C)CC3)c3ccccc3n2)cc1 | 11 | 0.1 | -50 | -3 | 0.2 | 88* | -0.3 | 50 | 1.1 | 115
O=C(COC(=O)c1ccc2c(c1)OCO2)NCc1ccc(Cl)cc1 | 4 | 1 | -4 | -2 | -0.5 | -1 | 0.4 | 4 | 1 | 101
CC(C)N(C(=O)Cn1c(Cl)nc2ccccc21)C(C)C | 4 | 1.1 | 20 | -4 | -0.2 | -9 | 0.4 | -20 | 0.91 | 92
Cc1ccccc1NS(=O)(=O)c1cc(C(=O)NCCC2=CCCCC2)ccc1C | -3 | 1.1 | -7 | -1 | -0.6 | -7 | 1.6 | 7 | 0.55 | 94
O=C(CCCN1C(=O)/C(=C/c2ccccc2Cl)SC1=S)NNC(=O)c1ccccc1 | -21 | 1 | 28 | -2 | -0.6 | 4 | -0.2 | -28 | 1.1 | 88
COC(=O)c1c(-c2ccc(F)cc2)csc1NC(=O)c1ccco1 | 12 | 0.9 | -35 | -1 | 0.3 | 14 | 0.0 | 35 | 1.4 | 146*
Cc1ccc(S(=O)(=O)N2CCN(C(=O)CSc3nnc(C)c(=O)[nH]3)CC2)cc1 | -1 | 1 | -9 | -10 | -0.6 | -5 | 2.4 | 9 | 1.2 | 102
CC(CN1CCCC(C(N)=O)C1)c1ccccc1 (centres undefined) | -2 | 1.1 | 8 | -3 | -0.4 | -6 | -2.6 | -8 | 0.98 | 98
Cc1ccc2cc3c(nc2c1)N(c1ccccc1)CC3 | 3 | 1 | -3 | 1 | -0.3 | -2 | 0.1 | 3 | 1.4 | 118
NC(=NCCc1ccccc1)NS(=O)(=O)c1ccc2ccccc2c1 | 3 | 1.1 | 13 | -4 | -0.3 | -7 | -0.3 | -13 | 0.91 | 94
O=C(Nc1ccccc1)c1ccccc1OCC(O)CN1C(=O)c2ccccc2S1(=O)=O (centres undefined) | -1 | 1 | -6 | -5 | -0.4 | -4 | 14 | 6 | 0.8 | 100
O=C(CN1CCN(S(=O)(=O)c2ccccc2)CC1)Nc1ccc2c(c1)OCO2 | -1 | 1.1 | -16 | -3 | 0.0 | -8 | 0.6 | 16 | 1.1 | 98
O=C(CN1C(=O)NC(Cc2c[nH]c3ccccc23)C1=O)Nc1cccc(S(=O)(=O)N2CCCC2)c1 (centres undefined) | 19 | 1 | 9 | -1 | -0.3 | 2 | -0.4 | -9 | · | 102
O=C(O)c1cccc(S(=O)(=O)Nc2ccc(S(=O)(=O)N3CCOCC3)cc2)c1 | 4 | 1 | -6 | 3 | -0.4 | -5 | 0.1 | 6 | 1.1 | 102
COc1ccc(CN2C(=O)N(c3ccc(OC)cc3)C(=O)C2CC(=O)Nc2ccccc2)cc1 (centres undefined) | 6 | 1.1 | 6 | 0 | -0.3 | -6 | -1.7 | -6 | 0.96 | 97

At a glance, part of the list above:
SMILES | G6PDH counter | FLuc stim CS | APP transl inh | Efa HMGR inh | Hsp70 activator | FLuc inhib CS | Redox H2O2 prof | APP 5'UTR act | NF-kB expr up | STAT1 act
Cc1ccccc1NS(=O)(=O)c1cc(C(=O)NCCC2=CCCCC2)ccc1C | -3 | 1.1 | -7 | -1 | -0.6 | -7 | 1.6 | 7 | 0.55 | 94
O=C(CCCN1C(=O)/C(=C/c2ccccc2Cl)SC1=S)NNC(=O)c1ccccc1 | -21 | 1 | 28 | -2 | -0.6 | 4 | -0.2 | -28 | 1.1 | 88
COC(=O)c1c(-c2ccc(F)cc2)csc1NC(=O)c1ccco1 | 12 | 0.9 | -35 | -1 | 0.3 | 14 | 0.0 | 35 | 1.4 | 146*
Cc1ccc(S(=O)(=O)N2CCN(C(=O)CSc3nnc(C)c(=O)[nH]3)CC2)cc1 | -1 | 1 | -9 | -10 | -0.6 | -5 | 2.4 | 9 | 1.2 | 102
CC(CN1CCCC(C(N)=O)C1)c1ccccc1 (centres undefined) | -2 | 1.1 | 8 | -3 | -0.4 | -6 | -2.6 | -8 | 0.98 | 98

Next part.
SMILES | G6PDH counter | FLuc stim CS | APP transl inh | Efa HMGR inh | Hsp70 activator | FLuc inhib CS | Redox H2O2 prof | APP 5'UTR act | NF-kB expr up | STAT1 act
CCOCCCNC(=O)c1cc2c(-c3ccc(Cl)cc3)nn(C)c2s1 | 3 | 1.1 | -4 | 2 | -0.3 | -6 | -0.9 | 4 | 0.59 | 99
Cc1cccc(NS(=O)(=O)c2ccc(C3CCCCC3)cc2)n1 | -2 | 1 | -10 | 2 | 0.3 | -3 | 0.2 | 10 | 0.87 | 94
Cc1nn(-c2ccccc2)c(C)c1/C=N/NC(=O)c1ccccc1NS(=O)(=O)c1cccs1 | 9 | 0.9 | -18 | -7 | 0.0 | 5 | -0.6 | 18 | 1.1 | 94
COc1cc(/C=C2/SC(=S)N(c3c(C)n(C)n(-c4ccccc4)c3=O)C2=O)ccc1O | 9 | 1 | 1 | -6 | -0.2 | 0 | -0.5 | -1 | 0.91 | 102
COc1ccc(C(=O)Nc2ccccc2C(=O)N2CCCCC2C)cc1 (centres undefined) | 4 | 1 | 0 | 0 | 0.1 | -1 | -0.4 | 0 | 1.3 | 96
Nc1nc2c3ccccc3nc(Cc3ccccc3)n2n1 | 17 | 1 | -10 | 1 | -0.3 | -5 | -0.7 | 10 | 0.88 | 83
CC(=O)NCCc1nc2ccccc2n1Cc1ccccc1 | 2 | 1 | 4 | -2 | 0.1 | 4 | 0.3 | -4 | 1.4 | 99

Hits appear at their usual frequency; any-hit rate near 5.3%.
